# Compound activity: PubChem BioAssay, several laboratories
# GDH-TPI inh = inhibits GDH-TPI coupling enzymes, artifact for Mtb FBA screen. GDH-TPI coupled enzyme counterscreen, NADH absorbance. inhibition, % at 4.8 µM. actives 1.2% (n = 360,000). AID 588335; in the data active = inhibition above about 30%;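 note: 0% = DMSO wells and 100% = wells lacking the enzyme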
# FadD28 binding = blocks FadD28 binding to the bisubstrate probe. fluorescence polarization. inhibition, % at 12.5 µM. actives 0.22% (n = 360,000). AID 588549; in the data active = inhibition above about 8.5%, passing the limit was not always enough
# PfHsp40 rescue = compounds rescuing yeast from Plasmodium falciparum HSP40 toxicity; actives 0.68% (n = 340,000); S. cerevisiae expressing PfHsp40, growth rescue, ATP luminescence; AID 504582; growth rescue, % at 12.5 µM; in the data active = growth rescue above about 28%, passing the limit was not always enough;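 note: yeast W303a lacking pdr1 and pdr3 grown in galactose medium; growth measured after three days at 30 °C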
# Y pestis TopoI = blocks Yersinia pestis topoisomerase I activity | Y. pestis Topo-I cleavage product accumulation, plate reader | activity, % at 10 µM | actives 0.064% (n = 360,000); in the data active = activity above about 50%, passing the limit was not always enough; note: inactives centre near 2
# UGM FP inh = Mtb UDP-galactopyranose mutase inhibition; purified UGM, fluorescence polarization probe displacement; inhibition, % at 10 µM; actives 0.06% (n = 320,000); AID 504406; P9WIQ1; in the data active = inhibition above about 10%, passing the limit was not always enough
# Target sequence (P9WIQ1 whole entry, looked up): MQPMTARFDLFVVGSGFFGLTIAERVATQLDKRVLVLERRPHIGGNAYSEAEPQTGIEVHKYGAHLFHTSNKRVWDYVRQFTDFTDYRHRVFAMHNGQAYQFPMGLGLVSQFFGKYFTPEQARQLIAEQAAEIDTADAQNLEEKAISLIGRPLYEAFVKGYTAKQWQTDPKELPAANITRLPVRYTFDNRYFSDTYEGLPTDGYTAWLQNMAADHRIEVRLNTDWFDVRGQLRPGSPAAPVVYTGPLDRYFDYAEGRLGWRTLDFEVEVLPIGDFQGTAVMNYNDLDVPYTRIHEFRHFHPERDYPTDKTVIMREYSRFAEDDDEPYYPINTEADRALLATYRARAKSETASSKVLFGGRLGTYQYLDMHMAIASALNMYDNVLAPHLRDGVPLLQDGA
# TcdB inh = inhibitors of Clostridioides difficile toxin B glycohydrolase; inhibition, % at 9.99 µM; AID 652162; TcdB glycohydrolase enzymatic assay, plate reader; actives 0.24% (n = 350,000); in the data active = inhibition above about 10%
# BioA inh = blocks M. tuberculosis BioA enzyme activity; inhibition, % at 9.99 µM; AID 602481; actives 0.096% (n = 360,000); purified M. tuberculosis BioA enzyme, plate reader; in the data active = inhibition above about 40%
# BH1578 lux ind = induces V. cholerae light production without autoinducers; V. cholerae BH1578 lux reporter, luminescence, 6 h; AID 588436; activation, % at 18.7 µM; actives 0.16% (n = 350,000); in the data active = activation mostly above about 9.7%, no sharp cut-off; note: not every result past the cut was called active; inactives centre near 0; reference of the scale not given here
# FBA Mtb inh = inhibits M. tuberculosis FBA enzyme; AID 588726; purified M. tuberculosis FBA, fluorescence read-out; P9WQA3; inhibition, % at 1 µM; actives 2.3% (n = 360,000); in the data active = inhibition above about 27%;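 note: 0% = vehicle and 100% = reference inhibitor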
# Target sequence (P9WQA3 whole entry, looked up): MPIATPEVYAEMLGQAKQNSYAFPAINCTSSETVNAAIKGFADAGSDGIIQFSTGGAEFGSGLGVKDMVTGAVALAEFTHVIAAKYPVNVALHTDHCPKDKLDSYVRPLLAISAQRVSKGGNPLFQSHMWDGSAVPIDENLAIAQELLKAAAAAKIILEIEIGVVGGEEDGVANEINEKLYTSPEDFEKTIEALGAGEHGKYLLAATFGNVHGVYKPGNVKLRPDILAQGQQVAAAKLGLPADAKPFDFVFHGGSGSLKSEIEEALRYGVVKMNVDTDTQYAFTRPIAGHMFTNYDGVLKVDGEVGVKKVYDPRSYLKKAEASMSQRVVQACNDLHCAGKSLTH
# Active calls of the source: *; i = inactive; nt = no result given; & = joins results of further samples.
structure	GDH-TPI inh	FadD28 binding	PfHsp40 rescue	Y pestis TopoI	UGM FP inh	TcdB inh	BioA inh	BH1578 lux ind	FBA Mtb inh
Cc1csc(NC(=O)C(Cl)c2ccccc2)n1 (stereo not drawn) (tested in a mixture with another compound)	8	-2.5	nt	1	-0.8	-0.4	0.5	-1.1	1
O=C(CN(c1ccccc1)S(=O)(=O)c1ccccc1[N+](=O)[O-])N1CCCC1	1	-3.3	0.6	11	-2.5	1.5	0.3	-0.5	1
COc1ccccc1CN1C(=O)[C@H]2Cc3c([nH]c4ccccc34)C(C)(C)N2C1=O	11	0.7	1.9	-10	-2.9	1.6	1.2	-11	0
O=C(O)/C=C/C(=O)N1Cc2cc3ccccc3nc2C1	1	-1.2	1.2	2	-0.1	0.8	4.1	0.1	4
O=C1C2C(c3ccccc3)CC=CC2[C@H](c2cccc([N+](=O)[O-])c2)N1Cc1ccccc1 (stereo partly drawn)	6	-1.6	1.9	15	1.2	1.5	-0.5	i	-1
Cc1ccc(CNC(=O)C2=NNC(=O)CC2)cc1	-4	-0.4	-0.1	2	1.5	nt	-0.1	-0.2	3
CN(C)CCCNC(=O)C[C@H]1C[C@H](C(=O)N2CCOCC2)[C@@]2(CCC3CCCC3)c3[nH]c4cc(CCC(=O)N(C)C)ccc4c3CCN2C1=O	3	-1.3	0.6	1	nt	-0.1	0.0	i	-2
CCOC(=O)C1CCCCN1S(=O)(=O)c1cc2c(cc1C)NC(=O)CO2 (stereo not drawn)	7	-2.6	-1.1	-6	nt	2.1	-0.6	i	1
CCOC(=O)C1CCN(CC(C)(C)NS(=O)(=O)c2ccccc2)CC1	-7	-3.1	0.5	-3	5.0	-0.2	0.5	-0.2	-8
CCCOC(=O)c1ccc(NC(=O)Cc2cccs2)cc1	7	-0.6	1.1	-1	-0.4	0.8	-0.5	i	2
O=C(O)c1ccc(C=NN=C2c3ccccc3-c3ccccc32)cc1	28	-12	-0.6	-6	nt	0.7	nt	i	1
C=CCc1ccc(OCCCNCc2ccccc2)c(OC)c1	25	0.1	1.1	2	-0.4	-1.5	-3.3	-2.3	3
CN1C(=O)N(C)C2(c3ccccc3)Nn3c(s/c(=C/c4ccccc4)c3=O)=NC12c1ccccc1 (stereo not drawn)	10	-0.4	-0.5	-4	2.8	nt	-0.4	nt	3
CN(C)S(=O)(=O)c1ccc(N2CCCC2)c(C(=O)NCCc2ccc(F)cc2)c1	-6	-0.1	0.5	15	0.8	1.1	1.9	i	1
O=C(CSc1nc2ccccc2[nH]1)Nc1cccc(S(=O)(=O)N2CCOCC2)c1	14	-2.6	0.1	9	0.6	1.1	-1.6	-4.2	2
O=C(O)CSc1nnc(COc2cccc3cccnc23)n1-c1ccc(Cl)cc1	-6	-4.3	0.7	2	4.9	1.9	nt	-0.2	4
CCN(CC)CCN1C(=O)C(=O)/C(=C(/O)c2c(C)[nH]c(C(=O)OC)c2C)C1c1ccccc1OC (stereo not drawn)	14	-4.1	4.7	-9	1.9	nt	-0.4	nt	-2
Cc1cccc(NC(=O)C(=O)NCC2CCCN2S(=O)(=O)c2cccs2)c1C (stereo not drawn)	4	-3.5	-0.9	20	-0.3	-1.5	-1.1	i	0
Cc1ccc(C2N(C)c3ccccc3-c3nc4ccccc4n32)o1 (stereo not drawn)	19	-0.6	1.6	22	-4.0	nt	0.8	-0.3	183*
Fc1ccc2nc(Nc3nc4cc5c(cc4s3)OCO5)sc2c1	13	-1.1	-0.3	-5	-0.3	nt	nt	-0.3	38*
O=C(Nc1ccccc1)N(Cc1ccc(Cl)cc1)CC(O)C(F)(F)F (stereo not drawn)	3	-2.3	1.3	2	-3.3	nt	1.3	-2.2	-1
CCN(CC)C(=O)CN(c1ccc(F)c(Cl)c1)S(C)(=O)=O	1	0.3	-0.3	5	-0.5	nt	-0.3	-1.3	-1
Cc1ccc(C(=O)OCC(=O)NCCNC(=O)COC(=O)c2ccc(C)o2)o1	5	-1.0	0.2	-2	0.4	1.6	0.0	i	8
CC(C)(C)C(=O)CN1C(=O)NC2(CCc3ccccc32)C1=O (stereo not drawn)	3	-2.0	-1.3	2	3.5	1.8	-0.9	-0.7	-1
CCCNC(=O)C/C(C)=N/NC(=O)C(=O)Nc1ccccn1	7	-1.7	-0.6	-8	-1.1	-1.5	nt	-0.9	1
COc1ccc(Cl)cc1C(=O)Nn1c(C)nc2ccccc2c1=O	1	-2.3	-1.7	-11	0.8	nt	-0.9	-0.4	3
CC(Oc1ccccc1)C(=O)N1CCN=C1SCc1ccccc1F (stereo not drawn)	8	-0.9	0.6	9	1.8	1.3	-2.3	-0.5	0
COc1ccc(C2CC2C(=O)c2ccccn2)cc1 (stereo not drawn)	1	-2.0	4.7	-6	0.5	1.3	nt	-0.4	3
CCOc1cc(S(=O)(=O)N(CC)CC)ccc1Br	7	-3.4	-1.3	3	-2.4	nt	3.9	-0.6	1
CCN(CC(=O)c1c(N)n(C)c(=O)n(C)c1=O)c1cccc2ccccc12	3	1.4	-1.2	0	-0.8	nt	0.5	-0.4	7
Nc1c(C(=O)N2CCCC2)sc2nc(-c3ccccc3)ccc12	14	-1.2	1.6	3	-0.6	1.4	nt	-0.6	3
O=C(CN1CCCCC1CO)c1ccc(OC(F)F)cc1 (stereo not drawn)	11	-2.2	5.7	2	-0.7	-1.2	nt	-0.5	2
CCCc1[nH]n(-c2nc3ccccc3s2)c(=O)c1C=NCC(C)C	3	-2.6	-0.4	22	-2.0	nt	nt	-12	-2
c1ccc(NC(c2ccccc2)c2ccncc2)cc1 (stereo not drawn)	12	0.3	-0.7	-5	3.9	0.5	9.6	-2.1	-1
CCn1c(O)c(C2=NCCCC2)c2ccccc21	36*	1.3	0.1	-3	0.3	nt	-0.7	i	0
Cc1ccc(C(C(=O)NC2CCCC2)N2CCc3ccccc32)cc1 (stereo not drawn)	14	1.7	-0.4	-2	1.1	0.5	-6.1	-0.3	7
Cc1nc2ccc(C(=O)N(C)Cc3ccco3)cn2c1N(C)CC1CCCCC1	8	-1.1	nt	43	nt	-0.2	4.6	i	-1
CCCNC1(C(N)=O)CCN(Cc2ccccc2)CC1	15	-1.3	0.5	-3	nt	4.8	-0.4	i	4
NS(=O)(=O)c1ccc2nc(NC(=O)Nc3ccc(F)cc3)sc2c1	8	0.5	-1.3	4	3.3	0.8	-0.4	-0.2	4
Cc1ccc(S(=O)(=O)NN=C2CCCc3ccccc32)cc1	4	-3.2	nt	8	nt	0.6	-0.2	i	-3
CCOc1ccc2oc(C(=O)NCc3ccccc3CN3CCCC3)c(C)c2c1	1	-4.4	3.8	0	0.3	-0.4	-1.3	-0.6	19
CCC1(CC)Nc2ccccc2C(=O)N1c1ccc(OC)cc1	3	-0.9	0.2	3	1.8	1.3	nt	i	12
CN=c1sc2c(n1C)C(=O)c1ccccc1C2=O	2	-2.8	-2.3	-6	nt	0.6	nt	-1.6	-2
COc1ccc(N(CC(=O)N2CCN(Cc3ccccc3)CC2)S(C)(=O)=O)cc1	-2	0.1	0.6	-1	-2.6	-0.4	3.1	i	2
COc1ccc2cc(C(=O)OC(C)C)sc(=O)c2c1OC	7	-4.5	1.4	3	3.7	nt	0.4	i	-1
NC(C(=O)O)C1ON=C(Cl)C1O (stereo not drawn)	-1	-2.4	-0.7	4	nt	-0.2	nt	-1.9	-1
COc1cc2c(cc1Cl)/C(=C\CCN(C)C)c1ccccc1S2	4	-2.2	0.2	2	-1.1	nt	2.9	-0.3	1
Cc1c(NC(=O)c2ccc(NS(=O)(=O)c3ccc(F)c(F)c3)cc2)c(=O)n(-c2ccccc2)n1C	1	-0.4	-0.2	3	2.1	1.4	-2.4	-1.2	-2
CCCCNC(=O)C1(C)CCCCN1C(=O)c1ccc2ccccc2n1 (stereo not drawn)	-10	-3.6	nt	-3	nt	0.8	-0.1	-0.8	-4
COc1cc(-c2nnc(SCC(=O)OC3CCCCC3)o2)cc(OC)c1OC	7	-0.1	1.2	4	-2.8	nt	-1.2	0.9	0

# Some entries already given with just UGM FP inh, BH1578 lux ind and BioA inh.
canonical_smiles | UGM FP inh | BH1578 lux ind | BioA inh
CCC1(CC)Nc2ccccc2C(=O)N1c1ccc(OC)cc1 | 1.8 | i | nt
NC(C(=O)O)C1ON=C(Cl)C1O (stereo not drawn) | nt | -1.9 | nt
Cc1c(NC(=O)c2ccc(NS(=O)(=O)c3ccc(F)c(F)c3)cc2)c(=O)n(-c2ccccc2)n1C | 2.1 | -1.2 | -2.4
COc1cc(-c2nnc(SCC(=O)OC3CCCCC3)o2)cc(OC)c1OC | -2.8 | 0.9 | -1.2

# Looked up above.
# Entry of CCCCNC(=O)C1(C)CCCCN1C(=O)c1ccc2ccccc2n1 (stereo not drawn) under BioA inh: -0.1
# Entry of Cc1c(NC(=O)c2ccc(NS(=O)(=O)c3ccc(F)c(F)c3)cc2)c(=O)n(-c2ccccc2)n1C under FBA Mtb inh: -2

# More results.
structure	GDH-TPI inh	FadD28 binding	PfHsp40 rescue	Y pestis TopoI	UGM FP inh	TcdB inh	BioA inh	BH1578 lux ind	FBA Mtb inh
CN1CCCN(S(=O)(=O)c2ccc(O)c(C(=O)O)c2)CC1	6	nt	-1.0	4	2.1	0.0	0.5	1.6	8
COc1ccc(C(=O)Nc2ccc3nc4n(c(=O)c3c2)CCCCC4)cc1OC	-8	-3.5	nt	-3	nt	-0.3	0.8	0.8	-2
Cc1onc(-c2c(F)cccc2Cl)c1C(=O)NC(C)c1ccccc1 (stereo not drawn)	0	-0.7	0.3	0	-0.5	1.2	-1.9	i	1
O=C1C(Cl)=C(N2CCCCC2)C(=O)C(Cl)=C1c1cnc(N2CCCCC2)s1	4	1.5	0.8	8	nt	nt	-8.2	1.4	-5
N#Cc1c(NC(=O)CSc2ncccn2)oc(-c2ccccc2)c1-c1ccccc1	14	-2.0	3.9	32	3.2	nt	0.9	i	4
O=c1cc(-c2ccccc2)c2cc(Cl)ccc2[nH]1	17	-0.8	1.7	-1	1.1	0.6	-2.3	i	2
COc1ccc(CNC(=O)c2c([S-])n(-c3ccc(C)cc3)c3cccc[n+]23)cc1	5	-0.6	11	11	-1.0	1.5	nt	-0.5	36*
CCC(C(=O)NCc1ccc(C)o1)n1nc(C)c2c(C)n(-c3ccccc3)nc2c1=O (stereo not drawn)	2	-0.3	1.4	14	-0.3	1.4	8.5	0.0	1
CCOC(=O)C1=C(C)NC2=C(C(=O)CCC2)C1c1cc(OC)ccc1OC (stereo not drawn)	10	-2.0	5.0	-4	2.1	1.0	-0.7	i	-2
C[C@]12C=CC(=O)C=C1CC[C@@H]1[C@@H]2C(=O)C[C@@]2(C)[C@H]1CC[C@]2(O)C(=O)CO	0&1	-2.3&-2.2	-0.1&0.2	-3&-2	-0.4&-1.4	0.4&0.9	0.9&1.4	-0.3&3.6	2&5
Cc1cccc(C(=O)OCC(=O)N2CCCCCC2)c1C	12	0.4	0.1	-12	1.0	-0.4	-3.6	-1.7	4
CCn1nnnc1SCC(=O)NCc1ccc2c(c1)OCO2	-3	-0.7	-1.5	2	2.7	nt	-0.1	i	1
CC(=O)COc1ccc2c(-c3cccc([N+](=O)[O-])c3)cc(=O)oc2c1	5	-1.6	0.3	-10	1.1	0.9	-0.6	-0.4	36*
CC(C)(C)NC(=S)NCC1CC1	6	0.6	1.7	-8	0.9	-8.4	nt	-0.4	5
Cc1cccc(C(=O)NNC(=O)c2ccc(-c3ccccc3)cc2)c1	9	-2.1	-2.1	8	1.3	nt	0.0	-1.2	0
O=C(COc1ccccc1)NCC(c1ccco1)N1CCN(c2ccccc2F)CC1 (stereo not drawn)	-2	-3.5	0.1	5	-0.4	8.0	-0.2	1.0	0
O=C(CSCCO)Nc1cccc([N+](=O)[O-])c1	6	-0.6	0.2	-1	1.8	nt	nt	-0.2	-2
Nc1nc(-c2ccc(Cl)cc2)nn1C(=O)c1cccnc1	8	-0.6	-1.1	5	-2.3	nt	-0.9	2.9	4
OC(CN1CCN(c2cccc(Cl)c2)CC1)C(c1ccccc1)c1ccccc1 (stereo not drawn)	5	-2.6	-0.8	16	1.7	-0.1	0.2	-0.3	4
